TDP1 cell noCPT – qHTS for Inhibitors of human tyrosyl-DNA phosphodiesterase 1 (TDP1): qHTS in cells in absence of CPT; DT40 Tdp1-/- hTDP1 cells, no CPT, ATP luminescence, 48 h; Potency, µM (highest dose often 46.2 µM), without a hit: at the top dose activity change, negative = growth inhibition, most hits filed as inhibitors; 420,000 tested, 15% active; AID 686978, 2013; note: nearly all actives have a fitted effect of over 55% in size
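Readout: luminescence from CellTiter-Glo after 30 min in the dark at RT. Cells: DT40 Tdp1-/- with stable hTDP1, 400/well. Exposure: compounds alone, ≥48 hr, 37 °C.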
N370S GC mod – qHTS Assay for Inhibitors and Activators of N370S glucocerebrosidase as a Potential Chaperone Treatment of Gaucher Disease; N370S GC spleen homogenate, 4MU-glucoside fluorescence; Potency, µM (doses to about 59.4 µM), without a hit: top-dose activity change, negative = inhibition, actives largely listed as inhibitors; 330,000 tested, 0.092% active; AID 2101, 2009;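 note: 0% = full enzyme activity and -100% = no enzyme basal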
TDP1 inh – qHTS Assay for Inhibitors of Tyrosyl-DNA Phosphodiesterase (TDP1) | Tyrosyl-DNA phosphodiesterase 1 (Homo sapiens), Q9NUW8 | recombinant TDP1, AlphaScreen DNA substrate cleavage | Potency, µM (top dose mostly 130 µM), for inactives: at the highest dose activity change, negative = inhibition, hits mostly inhibitors | 350,000 tested, 0.28% active | AID 485290, 2010; note: nearly all actives have a fitted effect of over 40% in size
Target sequence (Q9NUW8 whole entry, looked up): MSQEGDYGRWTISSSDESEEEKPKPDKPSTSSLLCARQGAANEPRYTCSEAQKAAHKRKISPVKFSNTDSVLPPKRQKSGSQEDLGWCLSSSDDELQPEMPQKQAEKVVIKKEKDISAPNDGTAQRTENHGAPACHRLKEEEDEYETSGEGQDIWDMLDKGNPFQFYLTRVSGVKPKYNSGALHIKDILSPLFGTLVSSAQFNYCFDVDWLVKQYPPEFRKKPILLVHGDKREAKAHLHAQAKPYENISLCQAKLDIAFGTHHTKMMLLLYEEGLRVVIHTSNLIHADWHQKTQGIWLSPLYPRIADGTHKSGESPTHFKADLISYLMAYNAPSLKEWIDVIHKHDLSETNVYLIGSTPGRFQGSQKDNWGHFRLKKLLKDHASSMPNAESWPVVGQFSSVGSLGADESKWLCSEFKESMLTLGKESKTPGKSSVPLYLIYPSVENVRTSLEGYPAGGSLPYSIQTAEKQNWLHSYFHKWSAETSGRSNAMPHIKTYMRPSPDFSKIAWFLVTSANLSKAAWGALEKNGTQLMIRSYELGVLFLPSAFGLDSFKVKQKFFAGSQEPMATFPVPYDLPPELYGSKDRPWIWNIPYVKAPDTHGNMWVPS
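Recombinant E. coli-expressed Tdp1 (1 nM) preincubated with compound 15 min at RT, then 5'-biotin/3'-phosphotyrosine-FITC DNA substrate (15 nM) added for 5 min. AlphaScreen beads (10 ug/ml) added, 10 min RT; tyrosine-FITC cleavage read as signal loss.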
The depositor's hits bear a star; ? = inconclusive; . = not tested or not shown; & = joins results of further samples; ! = not confirmed by another sample; [ ] = remark or other dose. Calls come from the whole dose curve; as a rule, active = well fitted curve in the direction sought with a large enough effect; inconclusive = small, poorly fitted or top-dose-only effect, or another doubt; inactive = no such curve, though single readings can be large; an effect the other way counts as inactive or inconclusive. Unless noted, % is set by controls: 0 for no effect and ±100 for the full control effect; potency is the fitted concentration of half-maximal effect.

item	Compound	TDP1 cell noCPT	N370S GC mod	TDP1 inh
1	C/C(=C\c1ccc(F)cc1)C(=O)c1c(C)cc(C)[nH]c1=O	?	?	.
2	CC1=C(c2ccc(C)cc2)S(=O)(=O)N(Cc2ccc(C(=O)NCc3cccc(C)c3)cc2)C1=O	?	.	7%
3	Cc1cc(Oc2ccc(N)cn2)ccc1Cl	-16%	-1%	.
4	Cc1ccc(SCC(=O)Nc2ccc3oc(-c4ccccc4C)nc3c2)cc1	?	.	2%
5	Cc1ccc(-c2noc(CCC(N)=O)n2)cc1	-16%	-14%	4%
6	Cc1onc(-c2ccccc2)c1C(=O)Nc1nnc(C(C)(C)C)s1	2%	4%	-9%
7	O=C(Nc1nccs1)c1cc(S(=O)(=O)N2CCOCC2)ccc1Cl	-11%	1%	4%
8	CC1CCN(c2ccc(S(=O)(=O)Nc3cc(C(=O)O)cc(C(=O)O)c3)cc2[N+](=O)[O-])CC1	4%	11%	5%
9	COC(=O)[C@@H]1C[C@@]2(O)[C@H](O)[C@H](O)[C@H](O)C[C@H]2N1CC1CC1	-3%	7%&4%	1%&-1%
10	Cc1cccc(C)c1Nc1nnc(SCc2nc3ccccc3c(=O)[nH]2)s1	?	2%	5%
11	O=C(Nc1ccccc1C(=O)O)c1cncc(Br)c1	-3%	-15%	2%
12	Nc1nc(SCC(=O)Nc2ccc(Oc3ccccc3)cc2)n[nH]1	-9%	-6%	-6%
13	Cc1c(Nc2ncccc2C(=O)O)cccc1C(F)(F)F	4µM*!	-1%	-6%[56.1 µM]
14	CCSc1ncc(Cl)c(C(=O)N(Cc2ccccc2)c2ccc(OC)cc2)n1	5.8µM*	.	0%
15	CCOc1cc(C(=O)OCC(=O)c2c(N)n(C)c(=O)n(C)c2=O)cc(OCC)c1OCC	?	16%	3%
16	CSc1ccccc1NC(=S)Nc1ccc(S(N)(=O)=O)cc1	-2%	7%	8%
17	C=CCN(c1ccccc1)S(=O)(=O)c1cccc(C(=O)NC2CCN(Cc3ccccc3)CC2)c1	18µM*	-10%	-16%[0.505 µM]
18	FC(F)(F)c1ccccc1-c1cncnc1NCc1ccccc1	-13%	-2%	.
19	O=C(NC(=S)Nc1ccc(S(=O)(=O)Nc2nccs2)cc1)c1ccc(F)cc1	-20%	-3%	3%
20	C=CCC[C@H](Cc1ccc(F)cc1)C(=O)OC[C@@H](Cc1c[nH]c2ccccc12)NC(=O)[C@@H](CC=C)CC(=O)NCCO	?	.	6%

Retrieved one by one from the entries so far:
item	Compound	TDP1 cell noCPT	N370S GC mod	TDP1 inh
18	FC(F)(F)c1ccccc1-c1cncnc1NCc1ccccc1	-13%	-2%	.
16	CSc1ccccc1NC(=S)Nc1ccc(S(N)(=O)=O)cc1	-2%	7%	8%

New compounds follow.
item	Compound	TDP1 cell noCPT	N370S GC mod	TDP1 inh
21	CNC(=O)c1ccc(Nc2nnc(-c3ccc(O)cc3)c3ccccc23)cc1	?	?	.
22	CCOc1ccccc1NC(=O)c1cc(SC)ccc1Cl	18µM*	10%	3%
23	CCCCc1ccc(NC(=S)NCCN2CCOCC2)cc1	-1%	-25%	4%
24	C/C(N)=C(/C#N)C(=O)COC(=O)c1cc(-c2ccc(Br)cc2)nc2ccccc12	9.2µM*	6%	3%
25	COCCn1c(SCC(=O)N2CCOCC2)nc2c(c1=O)SCC2	2%	1%	2%
26	CCc1cccc(C)c1NC(=O)C1CCCN(S(=O)(=O)c2cccc3nsnc23)C1 (stereo not drawn)	-21%	.	2%
27	O=C(NCCN1CCN(c2ccccc2F)CC1)C1CC(=O)N(C2CCCC2)C1 (stereo not drawn)	-5%	8%	4%
28	O=c1[nH]c2ccccc2c(O)c1-[n+]1ccccc1	18%	-1%	1%
29	COCCN(Cc1cc2ccc(C)c(C)c2nc1Cl)C(=O)N1CCOCC1	?	4%	-1%
30	FC(F)Oc1ccc(NC(=S)NN2CCOCC2)cc1	0%	5%	7%
31	Nc1nc(SCC(=O)N2CCCCC2)[nH]c(=O)c1NC(=O)c1cccs1	-7%	-3%	.
32	CCCCN1CC(c2nc3ccccc3n2CCCCOc2ccc(C)c(C)c2)CC1=O (stereo not drawn)	7.3µM*	.	6%
33	O=C(CCn1c(=O)oc2ccccc21)Nc1ccc(C(=O)O)cc1	-20%	-6%	13%
34	O=C(CCS(=O)(=O)c1nc(-c2cccs2)cc(C(F)(F)F)n1)Nc1ccc(OC(F)(F)F)cc1	-24%	.	6%
35	Cc1c(C(=O)N2CCN(C)CC2)oc2ccc(Br)cc12	-23%	-26%	.
36	Cc1ccc2sc(C)[n+](CCO)c2c1	?	-8%	-6%
37	COc1cccc(N2C(=O)CSC23C(=O)N(CC(=O)Nc2cccc(Cl)c2)c2ccccc23)c1 (stereo not drawn)	?	.	2%
38	O=C(Nc1cc(Cl)cc(Cl)c1)c1ccc2c(c1)N(Cc1cccc(Cl)c1)C(=O)c1ccccc1S2=O (stereo not drawn)	?	.	6%
39	Cc1c(NC(=S)NC(=O)c2ccccc2Cl)c(=O)n(-c2ccccc2)n1C	11%	2%	.
40	O=C(CSc1nnc(-c2ccccc2Cl)o1)N1CCCc2ccccc21	16µM*	.	2%
41	CCc1ccc(OCC(=O)NNC(=O)CNC(=O)c2ccc(Br)o2)cc1	2%	.	-19%
42	COc1ccc(CCNC(=O)CN2C(=O)c3cccc4cccc(c34)C2=O)cc1OC	-2%	1%	5%
43	CC1(C)C[C@@H]2C(=O)CCC3O[C@@]3(C)CCC21 (stereo partly drawn)	1%	-5%	13%[56.1 µM]
44	O=C1[C@H]2[C@H]3[C@H](O)[C@H](O)C/C(=N/OCc4ccccc4)[C@@H]3CC[C@@H]2C(=O)N1Cc1ccccc1	.	6%[12.8 µM]	8%[21 µM]
45	Cc1ccc(S(=O)(=O)N2CCCC2CNC(=O)c2ccc(F)c(F)c2)cc1 (stereo not drawn)	18µM*	-1%	-1%
46	CCN(c1ccccc1C)S(=O)(=O)c1cc2c3c(c1)CCN3C(=O)CC2	?	-6%	0%
47	O=C(NCC(c1cccnc1)N1CCN(Cc2ccccc2)CC1)C(=O)Nc1cccc(Cl)c1 (stereo not drawn)	13µM*	.	1%
48	CCOC(=O)N1CCN(C(=O)c2ccc3c(c2)ncn3C2CCCC2)CC1	-16%	0%	-2%
49	O=C(C1=C[C@H](C2CCCCC2)C[C@H](OCCCCO)O1)N1CCN(Cc2ccc3c(c2)OCO3)CC1	18µM*	-8%	3%
50	O=C(N/N=C/c1ccc(F)cc1)c1ccc(-n2cnnn2)cc1	-16%	-5%	-11%
51	COc1cc(/C=N/NC(=O)C2CCN(CC(O)COCc3ccccc3)CC2)ccc1O (stereo not drawn)	-1%	-6%	1%
52	COc1cc2c(cc1OC)CN(Cc1ccccc1)CC2	-30%	4%	.
53	Cc1nc2ccccc2n1S(=O)(=O)c1ccc(F)cc1	1%	4%	4%
54	COc1cccc(N(C(=O)CS(=O)CC(=O)Nc2ccc(F)cc2)C(C(=O)NC2CCCCC2)c2cccs2)c1 (stereo not drawn)	?	7%	5%
55	Cc1ccnc(N)c1	-12%	9%	10%[56.1 µM]
56	CCOc1ccc(S(=O)(=O)N2CCN(c3ccccn3)CC2)cc1	?	-4%	.
57	O=C(CCCc1ccccc1)NC1CC(=O)N(c2ccc(Cl)cc2)C1 (stereo not drawn)	?	.	5%
58	O=C(Nc1cccc(Cl)c1)OCc1ccccn1	3%	4%	4%
59	Cc1ccc2c(c1)c1c(n2CC(O)CNC2CCCCC2)CCCC1 (stereo not drawn)	15µM*	-16%	7%
60	COC(=O)[C@H](CC(C)C)NC(=O)N1CCCCC1	-1%	7%	.
61	CCOc1ccc(CN(C)C(C)C(=O)NCCc2ccc(F)cc2)cc1 (stereo not drawn)	?	-6%	8%
62	CC(C)(C)c1ccc(C(=O)CSc2nc3ccccc3c(=O)[nH]2)cc1	2.8µM*	9%	-6%
63	CCc1c(C(=O)NCCc2cccc(C)c2)[nH]c(C)c1C(C)=O	10µM*	-1%	.
64	Cc1ccc2nc3c(cc(C#N)c(=O)n3-c3nnc(SCc4ccccc4)s3)c(=O)n2c1	-17%	.	3%
65	CCOC(=O)C1CCN(c2c(NCCCN(CC)c3ccccc3)c(=O)c2=O)CC1	-27%	3%	7%
66	Cc1ccc(C)c(N2CCN(C(=O)Cc3c(C(=O)O)[nH]c4ccc(Cl)cc34)CC2)c1	-23%	-7%	.
67	COc1cc2c(=O)n(Cc3ccccc3)c(=O)n(CC(=O)NCCc3ccccc3)c2cc1OC	15µM*	13%	5%
68	O=C(COc1ccccc1[N+](=O)[O-])N/N=C/c1ccc(OC(=O)c2ccco2)cc1	?	10%	2%
69	O=C(Cc1ccc(O)cc1)N/N=C/c1cccnc1	6%	-22%	4%
70	Cc1ccc(C)c(Cn2c(=O)n(Cc3ccccc3)c(=O)c3c2c2cc(C)ccc2n3C)c1	-17%	.	3%

(more compounds)
item	Compound	TDP1 cell noCPT	N370S GC mod	TDP1 inh
71	Cc1ccc(S(=O)(=O)Nc2ccc(OCC(=O)N3CCOCC3)cc2)c(C)c1NS(C)(=O)=O	-6%	-1%	14%
72	Cc1ccc(C(=O)Nc2nc(-c3ccccc3)ns2)cc1	-26%	.	-5%
73	CCCCC1(CCCC)NC(=S)N(Nc2ccc(C)cc2)C1=O	-12%	3%	4%
74	CC(=O)O[C@H]1C[C@@]2(C)[C@H](C[C@@H](O)[C@H]3[C@@]4(C)CC[C@@H](O)[C@@H](C)[C@H]4CC[C@@]32C)C1=C(CCC=C(C)C)C(=O)O	.	1%[21.6 µM]	18%[21 µM]
75	O=C(c1cnccn1)N1CCC[C@@]2(CCN(c3ccccn3)C2)C1	-18%	0%	.
76	COc1ccc2sc(-c3ccc(S(C)(=O)=O)cc3)c(C(=O)NCCc3c[nH]c4ccccc34)c2c1	16µM*	.	3%
77	FC(F)(F)c1ccc(Cl)c(NC(=S)NC2CC2)c1	-3%	-10%	5%
78	C=CCOc1ccc(/C(CC)=N/O)c(OC)c1	-6%	4%	7%
79	O=C(NC1CCCCC1)N1CCc2ccccc2C1	-18%	3%	8%
80	COc1ccc(CNC(=O)C/C(C)=N/NC(=O)Cc2ccc(OC)c(OC)c2)cc1	6%	1%	2%

Among those listed so far, these contain an aryl methoxy group:
item	Compound	TDP1 cell noCPT	N370S GC mod	TDP1 inh
14	CCSc1ncc(Cl)c(C(=O)N(Cc2ccccc2)c2ccc(OC)cc2)n1	5.8µM*	.	0%
37	COc1cccc(N2C(=O)CSC23C(=O)N(CC(=O)Nc2cccc(Cl)c2)c2ccccc23)c1 (stereo not drawn)	?	.	2%
42	COc1ccc(CCNC(=O)CN2C(=O)c3cccc4cccc(c34)C2=O)cc1OC	-2%	1%	5%
51	COc1cc(/C=N/NC(=O)C2CCN(CC(O)COCc3ccccc3)CC2)ccc1O (stereo not drawn)	-1%	-6%	1%
52	COc1cc2c(cc1OC)CN(Cc1ccccc1)CC2	-30%	4%	.
54	COc1cccc(N(C(=O)CS(=O)CC(=O)Nc2ccc(F)cc2)C(C(=O)NC2CCCCC2)c2cccs2)c1 (stereo not drawn)	?	7%	5%
67	COc1cc2c(=O)n(Cc3ccccc3)c(=O)n(CC(=O)NCCc3ccccc3)c2cc1OC	15µM*	13%	5%
76	COc1ccc2sc(-c3ccc(S(C)(=O)=O)cc3)c(C(=O)NCCc3c[nH]c4ccccc34)c2c1	16µM*	.	3%
78	C=CCOc1ccc(/C(CC)=N/O)c(OC)c1	-6%	4%	7%
80	COc1ccc(CNC(=O)C/C(C)=N/NC(=O)Cc2ccc(OC)c(OC)c2)cc1	6%	1%	2%

Some of the compounds tested. The share of hits here may be higher or lower than overall.
